High-throughput results deposited in PubChem BioAssay by several laboratories.
SV40 large T antigen: TAg ATPase/helicase activity blockers – biochemical (AID 1903); SV40 large T antigen ATPase/helicase inhibition assay; higher % means a stronger effect; one-dose inhibition, % at 20 µM; IC50 in µM for titrated hits; 310,000 compounds, 0.39% hits; in the data active = a potency from the dose series; inconclusive = inhibition mostly from about 32% at the one dose, without a potency; inactive = the rest, 99 in 100 with inhibition below about 32%; also: strong numbers were not always called active
SIAH1 antagonists: Siah-1 peptide-binding antagonists, primary screen, biochemical, fluorescence polarization, rhodamine-plectin, uHTS (AID 1817); one-dose displacement, % at 20 µM; IC50 in µM for titrated hits; 290,000 compounds, 0.02% hits; Siah-1 / rhodamine-plectin peptide fluorescence polarization; higher % means a stronger effect;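 active = displacement of at least 50% at 20 µM, with a fluorescence ratio check between 0.3 and a set limit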;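 also: plate controls were Siah plus tracer with DMSO for no effect and tracer alone without Siah for full effect; strong numbers were not always called active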
AID2073: inhibitors of Mint1-CaV2.2 protein interaction, biochemical, HTRF (AID 2073); HTRF protein-protein interaction, Mint1-CaV2.2; higher % means a stronger effect; inhibition, % at 20 µM; hits with a dose series show IC50 in µM; 290,000 compounds, 0.19% hits; in the data active = inhibition mostly above about 51%, no sharp cut-off; inconclusive = no clear call, values can overlap the other calls; inactive = mostly below about 53%; also: some results filed as inactive read as strong as hits
MgcRacGAP inhibition: MgcRacGAP GTPase-activating activity inhibitors, confirmation, biochemical, ADP Hunter fluorescence. MgcRacGAP-stimulated Rac1 GTP hydrolysis, ADP Hunter fluorescence; higher % means a stronger effect; GST-tagged Rac1 F28L mutant substrate. inhibition, % at 30 µM, or IC50 in µM where a hit was titrated. 340,000 compounds, 0.6% hits. AID 624330;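 active = first-screen hits whose inhibition reached a set limit at any dose in the follow-up dose series; inconclusive = inhibition above the set first-screen limit but never retested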;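 also: fluorescence reports GDP produced by GAP-driven GTP hydrolysis; strong numbers were not always called active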
RSV antiviral HEp-2: RSV antiviral activity via CPE protection, HEp-2 cells, primary 10 µM value included (AID 2391); HEp-2 cells, RSV-induced CPE inhibition; higher % means a stronger effect; CPE inhibition, % at 10 µM; hits with a dose series show IC50 in µM; 310,000 compounds, 0.13% hits; in the data active = a potency from the dose series; inconclusive = CPE inhibition mostly from about 23% at the one dose, without a potency; inactive = the rest, 99 in 100 with CPE inhibition below about 21%; also: strong numbers were not always called active
HIV peptide binding: inhibitors of HIV fusion peptide binding, primary screen, biochemical, uHTS, fluorescence dequenching (AID 1986). cell-free peptide binding, fluorescence dequenching, 30 min; higher % means a stronger effect. one-dose inhibition, % at 20 µM; IC50 in µM for titrated hits. 290,000 compounds, 0.3% hits; in the data active = inhibition mostly above about 52%, no sharp cut-off; inactive = mostly below about 76%; also: some results filed as inactive read as strong as hits
Dengue-2 NS5 capping: Dengue-2 NS5 methyltransferase inhibitors, primary screen, biochemical, confirmation dose response (AID 588689). Dengue-2 NS5 methyltransferase capping enzyme assay, biochemical; higher % means a stronger effect. inhibition, % at 25 µM; hits with a dose series show IC50 in µM. 340,000 compounds, 0.3% hits; in the data active = a potency from the dose series; inconclusive = inhibition above about 29% without an active follow-up result
LYP phosphatase: PTPN22 lymphoid phosphatase activity blockers – biochemical, fluorescence intensity, uHTS (AID 1779); 290,000 compounds, 0.054% hits; inhibition, % at 11.5 µM; hits with a dose series show IC50 in µM; recombinant LYP phosphatase, fluorescence intensity; higher % means a stronger effect; in the data active = inhibition above about 50%;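 also: plate controls were vehicle with enzyme for no effect and no enzyme for full effect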
XIAP displacement: small molecules displacing peptide from XIAP – biochemical, IAP family, fluorescence polarization (AID 1018) | 200,000 compounds, 0.007% hits | one-dose displacement, % at 20 µM; IC50 in µM for titrated hits | XIAP BIR domain, fluorescence polarization peptide displacement; higher % means a stronger effect; in the data active = displacement above about 50%; also: a part of the inactive calls stands beside numbers as strong as those of hits
* = called active by the depositor; ? = inconclusive; nt = not tested or not shown.

SMILES | SV40 large T antigen | SIAH1 antagonists | AID2073 | MgcRacGAP inhibition | RSV antiviral HEp-2 | HIV peptide binding | Dengue-2 NS5 capping | LYP phosphatase | XIAP displacement
CNS(=O)(=O)c1cccc(C(=O)NCC2(N3CCOCC3)CCCCC2)c1 | 0.3% | 2.2% | -9.1% | -1.0% | -1.1% | -0.8% | nt | -2.2% | -4.0%
COc1ccc(N2CCN(C(=O)Cc3ccc(Cl)cc3)CC2)cc1 | 18.1% | 5.3% | 10.9% | 20.5% | 4.4% | 0.4% | 0.6% | -2.9% | nt
O=C1OC(c2ccc(Br)cc2)=N/C1=C\c1ccco1 | -3.8% | 5.9% | -2.1% | nt | 1.1% | 1.6% | nt | 63.7%* | -11.5%
CCC(=O)Nc1ccc(C(=O)CN2CCC(C)CC2)cc1 | 6.0% | 9.6% | 1.6% | nt | 3.4% | 3.9% | nt | -1.8% | -5.0%
N#CC(c1ccc(O)cc1)N1CCOCC1 (configuration not stated) | 10.1% | -4.0% | 1.4% | 8.3% | 4.2% | -2.5% | -0.7% | -6.4% | -4.2%
CN/C(=C/[N+](=O)[O-])NCCSCc1csc(CN(C)C)n1 | 7.4% | nt | nt | 8.6% | 0.8% | nt | 4.4% | nt | nt
CC12CCC(C(=O)Nc3cc(Cl)ccc3Cl)(C/C1=N\O)C2(C)C (configuration not stated) | 24.1% | 1.4% | -0.1% | -3.3% | 0.4% | -2.5% | -8.9% | 1.9% | -1.9%
CCn1c2ccccc2c2cc(NC(=O)c3ccc([N+](=O)[O-])cc3)ccc21 | 12.5% | -1.8% | 36.9% | 8.3% | 3.0% | -2.3% | 3.4% | -0.2% | -7.5%
CCc1cc2cc3c(cc2nc1SCC(=O)Nc1c[nH]c(=O)[nH]c1=O)OCO3 | -7.2% | -1.2% | -5.4% | 8.9% | 1.9% | 3.9% | -3.3% | -12.0% | nt
COc1ccc(C(=O)NC(=S)N2CCCC2)cc1 | 6.9% | 0.5% | -11.2% | 5.9% | 0.6% | 1.1% | 0.0% | -4.0% | nt
Cc1cc(C)n2cc(CSc3ncn[nH]3)nc2n1 | 18.3% | 4.6% | 23.5% | -5.2% | -0.7% | 0.3% | -4.5% | -6.1% | -5.1%
CCSC1=C(C#N)C(c2ccc(OC)c(OC)c2)CC(=O)N1 (configuration not stated) | 9.6% | -0.9% | 6.8% | 10.0% | 1.5% | -1.4% | -2.0% | -11.7% | -1.8%
CN=C(Nc1cccc(Cl)c1)SC1CC(=O)N(c2ccc(OC)cc2)C1=O (configuration not stated) | -5.0% | -0.4% | 9.3% | nt | -0.4% | -2.2% | nt | -2.1% | -3.5%
CC(Cc1cccnc1)NC(=O)c1cc(COc2c(F)cccc2F)on1 (configuration not stated) | 10.2% | 3.4% | 5.5% | 3.7% | 5.2% | -2.3% | 3.6% | -4.6% | nt
CN(CC(=O)Nc1cccc(F)c1)C(=O)Cc1n[nH]c(=O)c2ccccc12 | 8.9% | nt | nt | 4.8% | 0.2% | nt | 2.9% | nt | nt
CN(C)CC(C)(C)CNS(=O)(=O)c1ccc(OC(F)(F)F)cc1 | 6.3% | 4.6% | 20.4% | -2.7% | 20.3% | -1.0% | -5.9% | -5.8% | -2.3%
CN(C)C(=O)c1cc(S(=O)(=O)N(C)C)c(Cl)cc1N1CCCC1 | 4.6% | -0.3% | 8.0% | -0.3% | 0.0% | 3.1% | -6.2% | -0.1% | -7.6%
Cc1ccc(S(=O)(=O)N(C)C)cc1NC(=S)NCc1ccco1 | 6.3% | 9.4% | 6.4% | -5.6% | 2.5% | 3.1% | -6.9% | -2.1% | 1.4%
COc1ccc(/C=C/C(=O)Oc2ccc(/C=N/NC(=O)c3ccccc3)cc2)cc1OC | 12.0% | 5.9% | 20.2% | 3.9% | 3.2% | 3.5% | -1.9% | -1.3% | -2.3%
O=[N+]([O-])c1ccc(Cl)c(/C=N/N2CCN(Cc3ccccc3Cl)CC2)c1 | 11.1% | -1.2% | -19.8% | 5.8% | 14.1% | 0.1% | -5.5% | -3.1% | -2.0%
COc1ccc(CSCC(=O)N/N=C/c2ccc(OCC(=O)N3CCCCC3)cc2)cc1 | 2.1% | 2.1% | 0.3% | 6.1% | 3.8% | -1.2% | -4.8% | -2.5% | -5.6%
CC(C)NC(=O)N(Cc1ccccc1)Cc1cccs1 | 14.4% | -1.8% | 1.9% | 8.7% | 0.1% | 0.8% | 2.3% | 0.4% | nt
O=C(Cc1ccccc1)N/N=C/c1ccccc1F | 9.5% | 0.0% | 1.3% | nt | nt | 3.0% | nt | -3.1% | -0.5%
O=C(CSc1nnc(Cc2ccsc2)o1)c1ccccc1 | 6.3% | -2.7% | 1.1% | nt | -0.8% | -0.2% | nt | 0.3% | nt
N#Cc1c(-c2ccccc2)cc(-c2ccc(O)cc2)nc1N | 5.0% | 2.3% | ? | 16.0% | 6.2% | 0.8% | -1.7% | -4.4% | nt

Continued; the last two above are carried over.
SMILES | SV40 large T antigen | SIAH1 antagonists | AID2073 | MgcRacGAP inhibition | RSV antiviral HEp-2 | HIV peptide binding | Dengue-2 NS5 capping | LYP phosphatase | XIAP displacement
O=C(CSc1nnc(Cc2ccsc2)o1)c1ccccc1 | 6.3% | -2.7% | 1.1% | nt | -0.8% | -0.2% | nt | 0.3% | nt
N#Cc1c(-c2ccccc2)cc(-c2ccc(O)cc2)nc1N | 5.0% | 2.3% | ? | 16.0% | 6.2% | 0.8% | -1.7% | -4.4% | nt
Cc1cccnc1NC(=O)COc1ccc2c(c1)CCC2 | 15.3% | nt | nt | 5.7% | -0.8% | nt | 0.7% | nt | nt
CCN(CCn1cccn1)C(=O)c1cc(COc2ccccc2SC)on1 | 13.3% | -4.1% | 2.9% | 6.8% | 2.0% | 3.0% | -5.2% | -0.7% | nt
O=C(NNC(=S)Nc1ccc(Cl)cc1Cl)C1CC1 | 13.2% | 13.7% | 15.4% | 7.8% | 0.2% | -1.0% | -3.6% | -7.6% | -9.3%
O=C(CNC(=O)c1cccs1)N/N=C/c1cccc(Br)c1 | nt | 2.6% | 1.7% | 2.4% | nt | -0.7% | -5.2% | -0.7% | nt
CC(=O)Oc1ccc2oc(-c3ccccc3)c(C(N)=O)c2c1 | 5.8% | 10.9% | -4.7% | nt | 5.8% | 1.5% | nt | -7.2% | nt
Cc1ccc(C(C(=O)NCc2ccc(F)cc2)N(C(=O)c2csnn2)C2CC2)o1 (configuration not stated) | -1.1% | 4.8% | 1.0% | 3.7% | 0.1% | 0.5% | 1.6% | -4.1% | -5.4%
O=[N+]([O-])c1ccc(N2CCN(c3ccccc3)CC2)nc1 | -2.5% | -1.1% | 3.4% | 0.5% | 6.2% | -2.4% | -4.6% | -10.1% | nt
CN1CCN(C(=S)c2ccc(OCC(=O)Nc3cccc(C(F)(F)F)c3)cc2)CC1 | 6.4% | 3.5% | 12.8% | 11.1% | 0.7% | 1.6% | 3.2% | -2.3% | -1.4%
c1ccc(-c2nc3c4ccccc4ccn3c2CN2CCOCC2)cc1 | 9.8% | 5.2% | 10.9% | 0.7% | 0.0% | -1.2% | -2.4% | -4.0% | nt
O=C(COc1ncnc2ccccc12)NCc1ccco1 | 2.9% | -5.2% | -8.8% | 0.2% | 0.1% | -0.6% | -7.4% | -10.5% | -15.3%
COc1ccc(NC(=O)[C@@H](NC(=O)N2C[C@H]3C[C@@H](C2)c2cccc(=O)n2C3)C(C)C)cc1OC | 3.2% | 2.7% | -3.6% | 3.8% | nt | -1.0% | -5.1% | -6.0% | nt
CCOC(=O)c1ccc(NC(=S)N(CCN(C)C)C(C)c2ccncc2)cc1 (configuration not stated) | 23.8% | 4.1% | -5.6% | 9.1% | 0.1% | -1.0% | -6.5% | -11.3% | nt
COc1ccc(N2CCN(C(=O)c3ccc(Cn4nc(C)c([N+](=O)[O-])c4C)o3)CC2)cc1 | nt | 1.5% | 2.3% | 24.7% | nt | -0.5% | -1.9% | -10.1% | nt
CCS(=O)(=O)c1ccc2c(c1)NC(=O)C(CCO)O2 (configuration not stated) | 26.3% | 0.4% | 12.3% | -1.7% | 0.8% | -2.5% | 5.2% | -11.7% | -8.7%
Cc1ccc(S(=O)(=O)N(C)C)cc1NC(=O)COC(=O)c1c(-c2ccccc2)noc1C | 6.5% | nt | nt | 3.3% | 0.4% | nt | -9.5% | nt | nt
CCC(Sc1ccc2nnc(-c3cccnc3)n2n1)C(=O)O (configuration not stated) | 16.2% | 0.6% | 12.5% | 17.5% | 1.5% | 3.4% | 4.2% | 0.4% | -4.5%
Cc1cc(C)n(-c2ccc(C(=O)OCC(=O)Nc3cc(Cl)ccc3[N+](=O)[O-])cc2)n1 | 2.0% | -4.1% | 3.6% | 4.4% | 2.2% | 0.6% | -2.9% | 3.0% | -4.7%
C/C(=N\NC(=O)c1nnn(-c2nonc2N)c1C(C)C)c1ccc2ccccc2c1 | 2.1% | -4.8% | 20.5% | nt | 0.5% | -1.7% | 1.8% | -14.2% | nt
COc1ccc(-n2ccc3ccccc32)cc1 | 5.0% | 0.2% | 0.6% | 5.0% | -1.3% | -1.9% | 6.5% | -7.6% | nt
Cc1nn2c(COc3ccc(NC(=O)c4ccccc4Cl)cc3)nnc2c2ccccc12 | -3.0% | -5.0% | 19.3% | 10.8% | 4.0% | 2.2% | -7.2% | 3.1% | -5.6%
COc1cc(OC)c2c(-c3ccccc3)cc(=O)oc2c1C(CC(=O)N1CCOCC1)c1ccc2c(c1)OCO2 (configuration not stated) | -16.0% | 2.9% | 16.1% | 2.0% | -1.8% | 0.6% | -4.1% | -2.6% | nt
c1ccc(C(c2ccccc2)c2nc(-c3cccnc3)no2)cc1 | -4.8% | -3.5% | ? | 1.9% | 0.7% | 1.0% | 0.0% | -1.5% | 0.1%
COc1ccc(S(=O)(=O)N2CCN=C2SCc2cccc(F)c2)cc1 | 27.8% | -4.1% | 6.3% | 0.6% | 2.4% | 1.1% | 3.2% | -10.4% | nt
COc1ccc(CCNC(=O)CCn2c(=O)[nH]c3cc(OC)c(OC)cc3c2=O)cc1OC | 10.7% | 3.9% | 3.6% | 7.4% | 0.0% | -0.2% | -8.2% | -8.7% | 0.0%
COc1ccc(CNc2ncnc3cc(OC)c(OC)cc23)cc1 | 3.9% | 0.5% | 4.1% | 2.1% | 0.1% | 0.5% | -2.8% | 3.4% | -1.4%
COCCCNC(=S)NNC(=S)Nc1ccccc1 | 27.9% | 1.7% | -22.6% | nt | nt | -0.8% | nt | -4.6% | nt
CSc1ccc(-c2nc(CN(C)C3CCOC3)c(C)o2)cc1 (configuration not stated) | 11.0% | 3.3% | 3.4% | 12.7% | -0.4% | -0.8% | -3.8% | -2.0% | -3.9%

Marked active in LYP phosphatase, among the entries above:
SMILES | SV40 large T antigen | SIAH1 antagonists | AID2073 | MgcRacGAP inhibition | RSV antiviral HEp-2 | HIV peptide binding | Dengue-2 NS5 capping | LYP phosphatase | XIAP displacement
O=C1OC(c2ccc(Br)cc2)=N/C1=C\c1ccco1 | -3.8% | 5.9% | -2.1% | nt | 1.1% | 1.6% | nt | 63.7%* | -11.5%

Compounds as they come; about 1.7% have a hit in one of these screens.
